RORg inh: qHTS for inhibitors of ROR gamma transcriptional activity. Nuclear receptor ROR-gamma (Mus musculus), P51450. Drosophila S2 Gal4-RORgamma UAS-luciferase reporter, 20 h. Potency, µM (doses to about 53.6 µM), inactives show at the highest dose activity change, negative = inhibition, usual class: inhibitors. 5.4% of 310,000 active. AID 2551, 2010; note: % is set by controls: 0 for no effect and ±100 for the full control effect; nearly all actives have a fitted effect of over 60% in size
Target sequence (P51450 whole entry, looked up, the tested form may be a part): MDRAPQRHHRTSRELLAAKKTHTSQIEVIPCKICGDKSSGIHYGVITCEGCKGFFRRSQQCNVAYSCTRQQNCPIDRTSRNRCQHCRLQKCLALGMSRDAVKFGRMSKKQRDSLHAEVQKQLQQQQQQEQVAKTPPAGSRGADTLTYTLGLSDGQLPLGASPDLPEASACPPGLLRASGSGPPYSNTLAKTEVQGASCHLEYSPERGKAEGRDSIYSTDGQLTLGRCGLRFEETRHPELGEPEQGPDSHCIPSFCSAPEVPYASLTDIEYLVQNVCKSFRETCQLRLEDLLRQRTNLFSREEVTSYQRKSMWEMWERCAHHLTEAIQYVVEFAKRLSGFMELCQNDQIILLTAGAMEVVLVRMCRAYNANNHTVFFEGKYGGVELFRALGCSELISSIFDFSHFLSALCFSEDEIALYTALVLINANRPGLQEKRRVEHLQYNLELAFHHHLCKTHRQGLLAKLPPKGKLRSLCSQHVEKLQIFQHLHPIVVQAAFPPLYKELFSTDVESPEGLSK
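Schneider cells (Drosophila), stable Gal4 DBD–ROR gamma + UAS-luc; 1 hr cmpd preincubation; Cu2+ induction 700 uM final; 20 hr ambient; luminescence.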
Menin-MLL TR inh: qHTS Assay for Inhibitors Targeting the Menin-MLL Interaction in MLL Related Leukemias: Competition With Texas Red Labeled MLL-derived Mutant Peptide; Menin + Texas Red MLL mutant peptide, fluorescence polarization; AID 1768, 2009; Potency, µM (top dose mostly 61.6 µM), for the others: at the top dose FP activity change, negative = inhibition, usual class: inhibitors; O00255; 0.23% of 270,000 active; active = well fitted inhibition curve with a large enough effect in the polarisation, with a control signal flat, not every such curve was filed as active; inconclusive = small, poorly fitted or top-dose-only effect, or effect the other way, or a change in a side signal; inactive = no such curve, though single readings can be large or run the other way; the % refers to the polarisation; note: % of control where 0% means no effect; many of its hits are not listed in these tables
Target sequence (O00255 whole entry, looked up): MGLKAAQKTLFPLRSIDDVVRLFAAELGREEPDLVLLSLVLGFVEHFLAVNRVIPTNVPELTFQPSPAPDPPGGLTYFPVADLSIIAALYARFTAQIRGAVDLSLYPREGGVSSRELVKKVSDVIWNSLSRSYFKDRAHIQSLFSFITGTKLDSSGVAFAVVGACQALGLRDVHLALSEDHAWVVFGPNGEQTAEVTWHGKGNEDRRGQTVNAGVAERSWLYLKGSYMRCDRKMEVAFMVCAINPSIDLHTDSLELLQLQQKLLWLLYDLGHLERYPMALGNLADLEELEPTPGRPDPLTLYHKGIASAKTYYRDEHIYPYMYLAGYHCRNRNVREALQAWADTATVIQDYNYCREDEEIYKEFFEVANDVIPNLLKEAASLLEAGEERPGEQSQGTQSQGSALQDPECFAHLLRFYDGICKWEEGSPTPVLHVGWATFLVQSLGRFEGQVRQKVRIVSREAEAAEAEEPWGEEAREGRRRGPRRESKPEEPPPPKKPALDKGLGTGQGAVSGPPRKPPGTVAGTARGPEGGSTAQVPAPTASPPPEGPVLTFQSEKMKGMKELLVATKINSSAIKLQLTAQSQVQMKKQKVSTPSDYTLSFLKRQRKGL
Gal4-VP16 FLuc: VP16 counterscreen qHTS for inhibitors of ROR gamma transcriptional activity; Drosophila S2 Gal4-VP16 UAS-luciferase, luminescence, 20 h; 3.5% of 310,000 active; Potency, µM (top dose mostly 53.6 µM), for the others: at the highest dose activity, negative = inhibition, usual class: inhibitors;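 note: Gal4-VP16 expression switched on by copper sulfate through the metallothionein promoter; % is set by controls: 0 for no effect and ±100 for the full control effect; nearly all actives have a fitted effect of over 50% in size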
The depositor's hits bear a star; ? = inconclusive; [ ] = another dose, or the depositor's remark. Unless noted, calls come from the whole dose curve; as a rule, active = well fitted curve in the direction sought with a large enough effect; inconclusive = small, poorly fitted or top-dose-only effect, or another doubt; inactive = no such curve, though single readings can be large; an effect the other way counts as inactive or inconclusive. Potency is the fitted concentration of half-maximal effect. Only part of the results is shown, so the mix of outcomes need not match the whole.

The opening three compounds as a preview:
#1 CC[C@H]1[C@@H]2C=C[C@@H]3[C@H]4C/C=C\C(=O)NCCC[C@@H]5NC(=O)C(=C5O)C(=O)CC[C@@H]4C[C@@H]3[C@H]2C[C@H]1C
#2 CS(=O)(=O)N1CCC2(CCCN(C(=O)Nc3cccc(C#N)c3)C2)CC1
#3 Cc1cc(F)ccc1OC1C=CC(c2ccc3c(c2)OCO3)OC1CO (centres undefined)

assay / entry	1	2	3
RORg inh	2.24µM*	-0.1%	-15.8%[10 µM]
Menin-MLL TR inh	-5.7%	-2.2%	-3.0%[11.7 µM]
Gal4-VP16 FLuc	-1.5%	3.8%	-3.1%[10 µM]

Main list (from the top)
#1 CC[C@H]1[C@@H]2C=C[C@@H]3[C@H]4C/C=C\C(=O)NCCC[C@@H]5NC(=O)C(=C5O)C(=O)CC[C@@H]4C[C@@H]3[C@H]2C[C@H]1C
#2 CS(=O)(=O)N1CCC2(CCCN(C(=O)Nc3cccc(C#N)c3)C2)CC1
#3 Cc1cc(F)ccc1OC1C=CC(c2ccc3c(c2)OCO3)OC1CO (centres undefined)
#4 C=CCC1CCC(=O)N2CCCC12 (centres undefined)
#5 CC[C@H](C)[C@H](NC(=O)[C@H](C)NC(=O)CNC(=O)[C@H](CCCCN)NC(=O)[C@H](CC(N)=O)NC(=O)[C@H](CO)NC(=O)CN)C(=O)N[C@H](C(=O)NCC(=O)N[C@@H](CC(C)C)C(=O)N[C@@H](CCSC)C(=O)O)[C@@H](C)CC
#6 COc1cc(/C=C/C(=O)N2CCN(CC(=O)N3CCCC3)CC2)cc(OC)c1OC
#7 Cc1ccccc1-c1ccc2ncnc(NCc3cccs3)c2c1
#8 Cc1ccc(S(=O)(=O)COCCN2CCN(S(=O)(=O)c3ccc(C)cc3)CCC2=O)cc1

assay / entry	1	2	3	4	5	6	7	8
RORg inh	2.24µM*	-0.1%	-15.8%[10 µM]	-5.3%[96.6 µM]	-6.3%	21.5%	28.0%	9.9%
Menin-MLL TR inh	-5.7%	-2.2%	-3.0%[11.7 µM]	-13.0%[138 µM]	-15.5%	11.4%	6.6%	2.3%
Gal4-VP16 FLuc	-1.5%	3.8%	-3.1%[10 µM]	3.4%[96.6 µM]	-2.6%	2.1%	-8.8%	4.8%

#9 CC(C)c1c(O)c(-c2cc3c(c(C(C)C)c2O)CCC2C(C)(C)CCC[C@@]32C)cc2c1CCC1C(C)(C)CCC[C@@]21C (some centres undefined)
#10 CC(C)[C@H](CO)Nc1nc(Nc2cc(N)cc(Cl)c2)c2ncn(C(C)C)c2n1
#11 FC(F)(F)c1ccccc1-c1nccc(NCc2ccccc2)n1
#12 N[C@]1(C(=O)O)CCc2cc(C(=O)O)ccc21
#13 COc1ncc2nc(-c3ccccc3)c(=O)n(CCc3ccccc3)c2n1
#14 O=C(Nc1ccc(O)c2c(=O)cc(-c3ccccc3Cl)oc12)c1ccc(Br)cc1
#15 COc1ccc(C2=CC3=C(Br)C(=O)C(C)(OC(=O)CCc4ccccc4)C(=O)C3=CO2)cc1 (centres undefined)
#16 Clc1cc(Cl)c(OCC#CI)cc1Cl

assay / entry	9	10	11	12	13	14	15	16
RORg inh	0.4%	?	12.9%	3.1%	12.8%	-10.8%	2.1%	7.08µM*
Menin-MLL TR inh	0.7%	32.7%[activator]	5.9%	-9.1%[24.8 µM]	9.2%	?	-1.4%	3.5%
Gal4-VP16 FLuc	2.0%	-4.9%	11.4%	-7.7%	-4.4%	5.4%	5.4%	5.62µM*

#17 CC(C)[C@@H](CC(=O)N[C@@H]1CCNC[C@H]1C(=O)N[C@H](CC(=O)N[C@@H](CCC(=O)O)CC(=O)O)Cc1ccccc1)NC(=O)C[C@H](Cc1ccccc1)NC(=O)[C@@H]1CNCC[C@H]1N
#18 CC(C)C[C@@H](CC(=O)N[C@H](CC(=O)N[C@@H]1CCNC[C@H]1C(=O)N[C@H](CC(=O)N[C@@H](CCC(=O)O)CC(=O)O)Cc1ccccc1)C(C)C)NC(=O)[C@@H]1CCCC[C@H]1N
#19 NC(N)=N/N=C\c1c(Cl)cccc1Cl
#20 N#CCCn1c(=O)c(CCc2ccccc2)nc2cnc(OCc3ccccc3)nc21
#21 Cc1nc(N=Nc2cc(S(=O)(=O)O)ccc2S(=O)(=O)O)c(COP(=O)(O)O)c(C=O)c1O
#22 CC(=O)NCCNc1nc(-c2ccc(C(=O)N(C)C)cc2)nc2ccccc12
#23 N#Cc1ccc(CN2CC3(CCN(C(=O)c4ccncc4)CC3)C2)cc1
#24 CC1(OC(=O)c2ccco2)C(=O)C2=COC(C3CC3)=CC2=C(Br)C1=O (centres undefined)

assay / entry	17	18	19	20	21	22	23	24
RORg inh	40.2%	23.4%	-12.4%	?	3.2%	-11.8%	-11.2%	-5.3%
Menin-MLL TR inh	-4.7%	8.5%	0.6%	7.6%	1.5%[24.8 µM]	-6.0%	-14.7%	6.3%
Gal4-VP16 FLuc	-4.4%	-1.0%	-2.3%	-4.0%	-2.4%	-9.0%	-0.9%	0.9%

#25 CC(=O)[C@]1(O)CCC2C3C=C(Cl)C4=CC(=O)C5CC5[C@@]4(C)C3CC[C@]21C (some centres undefined)
#26 COc1cc2nccc(Oc3ccc(NC(=O)Nc4ccc(F)cc4F)c(F)c3)c2cc1OC
#27 O=Cc1ccc(OC2C=CC(C#Cc3ccccc3)OC2CO)cc1 (centres undefined)
#28 C[C@@]12CCC3c4ccc(O)cc4CCC3C1CCC2O (some centres undefined)
#29 FC(F)(F)c1cc(CO[C@H]2CCCN[C@H]2c2ccccc2)cc(C(F)(F)F)c1
#30 COc1ncc2nc(C)c(=O)n(Cc3cccs3)c2n1
#31 COc1ccccc1CN1CC[C@@]2(CCCN(C(=O)c3cccn3C)C2)C1
#32 Cc1ccc2nc3nc4ccc[nH]c4cc3c2c1

assay / entry	25	26	27	28	29	30	31	32
RORg inh	-7.8%	-41.0%	4.3%[10 µM]	?	25.1µM*	16.1%	42.7%	?
Menin-MLL TR inh	-0.2%	18.2%	-8.1%[11.7 µM]	?	?	-18.9%	-13.9%	-14.4%[11.7 µM]
Gal4-VP16 FLuc	-4.2%	?	5.5%[10 µM]	-5.0%	-28.0%	-6.9%	-25.5%	1.8%[10 µM]

#33 COC(=O)NC(c1ccccc1)C(C(=O)OC)C(=O)OC (centres undefined)
#34 COCCNc1nc(-c2ccoc2)nc2ccccc12
#35 N=C(N)n1cccn1
#36 C=CCOC(=O)C(C(C)=O)C(NC(=O)OC)c1cccs1 (centres undefined)
#37 CNc1ncncc1-c1ccccc1CN(C)C
#38 O=C(c1c(O)c2ccc(Cl)cc2[nH]c1=O)C1CC1
#39 COc1cccc(Nc2ncc3nc(-c4cn(C)c5ccccc45)c(=O)n(CCC#N)c3n2)c1
#40 CCC(=O)OCC(=O)[C@@]1(OC(=O)CC)[C@@H](C)C[C@@H]2[C@H]3CCC4=CC(=O)C=C[C@]4(C)[C@@]3(F)[C@@H](O)C[C@@]21C

assay / entry	33	34	35	36	37	38	39	40
RORg inh	5.5%[10 µM]	9.6%	-5.4%	11.3%[10 µM]	1.9%	7.3%	-9.3%	-24.8%
Menin-MLL TR inh	14.9%[11.7 µM]	?	11.5%	2.5%[11.7 µM]	-27.2%	-3.3%[24.8 µM]	34.5%[activator]	-29.9%
Gal4-VP16 FLuc	8.3%[10 µM]	5.0%	-7.9%	-7.9%[10 µM]	1.5%	-1.0%	-1.8%	-1.3%

#41 COCCn1c(=O)c(-c2cccc(C#N)c2)nc2cnc(Oc3cccc(Cl)c3)nc21
#42 O=C(Cl)CCCCCCCC(=O)Cl
#43 CS(=O)(=O)Nc1cccc(-c2nc(N3CCOCC3)c3ccccc3n2)c1
#44 COC(=O)N1CCC2(CCCN(C(=O)Nc3cccc(F)c3)C2)CC1
#45 C[C@]12CC[C@@H]3c4ccc(O)cc4CC[C@H]3[C@@H]1CC[C@H]2O
#46 COc1ccccc1CNc1ncnc2ccc(-c3ccc4c(c3)OCO4)cc12
#47 COc1cc(O)c(C(=O)/C=C/c2ccc(O)c(OC)c2)c(OC)c1
#48 CC(C)[N+](C)(C)CC(O)COc1cccc2ccccc12 (centres undefined)

assay / entry	41	42	43	44	45	46	47	48
RORg inh	20.5%	-2.7%	13.1%	-11.3%	-34.6%	?	-13.0%	-0.1%
Menin-MLL TR inh	-1.1%	1.0%	-1.1%	-2.2%	-7.6%	6.5%	19.8%	8.2%
Gal4-VP16 FLuc	-4.6%	1.2%	2.7%	-5.2%	-12.6%	5.2%	-12.4%	-4.8%

#49 c1ccc(CNc2ncncc2-c2ccc3c(c2)OCO3)cc1
#50 CCCCC/C=C\C/C=C\C=C\[C@@H](O)C/C=C\CCCC(=O)O
#51 COC(=O)N1CCC[C@@]2(CCN(C(=O)Nc3ccc(OC)cc3)C2)C1
#52 C[C@@H]1CC[C@H]2C(=O)O[C@H](CN=[N+]=[N-])CN2[C@@H]1c1ccc(Br)cc1
#53 CCCCC/C=C\C/C=C\C/C=C\C/C=C\CCCCCC(=O)O
#54 CC1C2CCC3C4CC=C5CC(N(C)C)CC[C@@]5(C)C4CC[C@@]32CN1C (some centres undefined)
#55 O=C(c1cccc(F)c1)N1CCC2(CC1)CN(c1ccncc1)C2
#56 Cc1noc(C)c1-c1ccc2ncnc(NCc3cccc(Cl)c3)c2c1

assay / entry	49	50	51	52	53	54	55	56
RORg inh	-34.5%	11.4%	3.0%	-3.7%[10 µM]	-15.0%	-2.2%	0.6%	-15.0%
Menin-MLL TR inh	1.5%	11.0%	0.3%	12.1%[11.7 µM]	5.2%	-1.2%	-1.6%	16.5%
Gal4-VP16 FLuc	1.1%	4.8%	-2.7%	4.1%[10 µM]	0.7%	-0.8%	9.0%	9.1%

Full records from above. Order of screens: RORg inh, Menin-MLL TR inh, Gal4-VP16 FLuc
CC(C)c1c(O)c(-c2cc3c(c(C(C)C)c2O)CCC2C(C)(C)CCC[C@@]32C)cc2c1CCC1C(C)(C)CCC[C@@]21C (some centres undefined) reads 0.4%, 0.7%, 2.0%
CC[C@H]1[C@@H]2C=C[C@@H]3[C@H]4C/C=C\C(=O)NCCC[C@@H]5NC(=O)C(=C5O)C(=O)CC[C@@H]4C[C@@H]3[C@H]2C[C@H]1C reads 2.24µM*, -5.7%, -1.5%

More compounds:
#57 CO[C@@H]1[C@@H]2OP(=O)(O)OC[C@H]2O[C@H]1n1c(Sc2ccc(Cl)cc2)nc2c(N)ncnc21
#58 CC(=O)OC[C@@H]1O[C@@H](O/N=C2/C[C@@H](O)[C@@H](O)[C@@H]3[C@H]4C(=O)N(c5ccc(F)cc5F)C(=O)[C@@H]4CC[C@@H]23)[C@H](OC(C)=O)[C@H](OC(C)=O)[C@@H]1OC(C)=O
#59 FC(F)(F)c1ccccc1-c1ccc2ncnc(NCc3cccnc3)c2c1
#60 Oc1ccc(-c2c(-c3ccccc3)nn3c(C(F)(F)F)cc(C(F)(F)F)nc23)cc1
#61 C[C@@H](O)[C@H]1C(=O)N2C(C(=O)O)=C(S[C@@H]3CN[C@H](C(=O)N(C)C)C3)[C@H](C)[C@H]12
#62 COc1ccc(-n2c(=O)c(-c3ccc(F)cc3)nc3cncnc32)cc1
#63 COc1ccc(-n2c(=O)c(-c3ccc(F)cc3)nc3cnc(N4CCOCC4)nc32)cc1
#64 COCOc1cc(OC)ccc1C(=O)/C=C/c1cccc(C(F)(F)F)c1

assay / entry	57	58	59	60	61	62	63	64
RORg inh	11.8%	-3.2%[10 µM]	?	-16.3%	2.6%[16.9 µM]	-14.3%	-32.0%	4.5%
Menin-MLL TR inh	?	-22.3%[11.7 µM]	-14.3%	-19.0%	-0.3%[24.8 µM]	10.1%	-13.6%	3.9%
Gal4-VP16 FLuc	-3.5%	-3.6%[10 µM]	?	-14.9%	-0.8%[17 µM]	4.0%	4.7%	-11.1%

#65 O=C(c1cc(C(F)(F)F)cc(C(F)(F)F)c1)N1CCC2(CCCN(c3ncccn3)C2)CC1
#66 O=C1[C@H]2[C@H]3[C@H](O)[C@H](O)C/C(=N/OCc4ccccc4)[C@@H]3CC[C@@H]2C(=O)N1c1cccc(Oc2ccccc2)c1
#67 COc1cc2c(C(=O)c3ccccc3)c3c4c(cc(OC)c(OC)c4c2cc1OC)CCN3C
#68 COc1ccccc1CN1CCCC2(CCN(C(C)=O)CC2)C1
#69 CC1(C)CCC(C)(C)c2cc(NC(=O)c3ccc(C(=O)O)cc3)ccc21
#70 CS(=O)(=O)N1CCC2(CCCN(c3ccncc3)C2)CC1
#71 COCCn1c(=O)c(-c2cc(F)cc(F)c2)nc2cnc(Nc3cccc(OC)c3)nc21

assay / entry	65	66	67	68	69	70	71
RORg inh	?	-7.8%[10 µM]	7.2%	-19.4%	-24.1%	1.2%	-0.8%
Menin-MLL TR inh	-1.5%	-0.8%[11.7 µM]	?	-1.3%	?	5.6%	?
Gal4-VP16 FLuc	?	-10.5%[10 µM]	-0.9%	4.2%	-23.4%	-12.3%	-7.1%

Screening data from PubChem BioAssay.
